Assay outcomes as filed in PubChem.
RGS4 inhibitor: blocks human RGS4-accelerated GTP hydrolysis; Potency, µM (highest dose often 114 µM), for inactives: at the top dose activity change, negative = inhibition, actives largely listed as inhibitors; Transcreener GDP fluorescence polarization, RGS4-accelerated GTP hydrolysis; 390,000 compounds, 0.039% hits; also: potency is read from the fitted curve at half-maximal effect; % is scaled to controls: 0 for no effect and ±100 for the full control effect; nearly all actives have a fitted effect of over 75% in size; some results filed as inactive show a strong effect at the top dose
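MLSMR compounds (23 nl, pin-transferred) preincubated 10 min at room temperature with a 500nM (2x) first reagent, then RGS4 at 900nM (2x) plus Transcreener GDP mix added; fluorescence polarization (620/688 nm) read before and after 90 min at 30 °C.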
ERG Ets-DNA blk: blocks human ERG Ets domain binding to DNA | P11308 | fluorescence polarization, His-ERG Ets domain / labelled DNA | Potency, µM (highest dose often 76.9 µM), without a hit: at the top dose FP activity, negative = inhibition, most hits filed as inhibitors | 370,000 compounds, 0.028% hits; active = well fitted inhibition curve with a large enough effect in the polarisation, with a control signal flat; inconclusive = small, poorly fitted or top-dose-only effect, or effect the other way, or a change in a side signal; inactive = no such curve, though single readings can be large or run the other way; the % refers to the polarisation;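 also: polarization taken with two DNA probes labelled with fluorescein and Texas red; potency is read from the fitted curve at half-maximal effect; % of control where 0% means no effect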
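His-tagged ERG Ets domain (1 uM in the protein solution; 300mM KCl, 50mM Tris-HCl, 1mM EDTA, 1mM DTT, pH 7.5) received compound, then a probe mix of 5 nM fluorescein-DNA and 100nM Texas-615-DNA. Fluorescence polarization was read for both dyes.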
ALOX12 inh: inhibitors of human 12S-lipoxygenase ALOX12; purified 12hLO, xylenol orange hydroperoxide absorbance; Potency, µM (highest dose often 108 µM), inactives show at the top dose activity change, negative = inhibition, hits mostly inhibitors; 580,000 compounds, 1.1% hits; also: potency is read from the fitted curve at half-maximal effect; % is scaled to controls: 0 for no effect and ±100 for the full control effect
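Purified human 12hLO at 150 nM in 25 mM Hepes, 0.01% Triton X-100, pH 7.0, preincubated 15 min at room temperature with compound. Reaction started with 40 uM arachidonic acid, 30 min at room temperature. Hydroperoxide measured by Fe-xylenol orange, 573/405 nm absorbance ratio.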
HP1b chromo inh: inhibitors of HP1-beta chromodomain binding to methylated histone tails; AlphaScreen HP1-beta / biotin-H3K9me3 peptide binding; Potency, µM (series often up to 114 µM), without a hit: at the top dose activity change, negative = inhibition, most hits filed as inhibitors; 390,000 compounds, 0.56% hits; AID 540317; also: potency is read from the fitted curve at half-maximal effect; nearly all actives have a fitted effect of over 70% in size; inactives centre near 23
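AlphaScreen: HP1-beta (50 nM) preformed 30 min with biotin-H3(1-18)K9me3 peptide (50 nM) in PBS pH 7.4, 0.01% Tween-20. Compound added for 30 min at RT, then streptavidin donor/nickel chelate acceptor beads (10 ug/mL) for 30 min.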
JMJD2A Tudor inh: inhibitors of human JMJD2A Tudor domain; 390,000 compounds, 4.4% hits; Potency, µM (titrated, usually from 114 µM), for inactives: top-dose activity change, negative = inhibition, most hits filed as inhibitors; O75164; AID 504339; AlphaScreen JMJD2A-Tudor / H3K4me3 peptide binding; also: potency is read from the fitted curve at half-maximal effect; % is scaled to controls: 0 for no effect and ±100 for the full control effect; nearly all actives have a fitted effect of over 50% in size
GLS inhibitor: glutaminase GLS (human) inhibition | 410,000 compounds, 0.21% hits | Potency, µM (doses to about 45.5 µM), for inactives: at the top dose activity change, negative = inhibition, usual class: inhibitors | GLS enzymatic activity, qHTS titration | O94925; also: potency is read from the fitted curve at half-maximal effect; % is scaled to controls: 0 for no effect and ±100 for the full control effect
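Coupled fluorescence readout: glutamate oxidase/HRP/Amplex Red detect glutamate formed by hKGA from L-glutamine (1 mM solution added). Buffer 45 mM KH2PO4 pH 8.2, 0.02% Tween-20; reads at t0 and 30 min RT.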
BAZ2B block: blocks human BAZ2B; Q9UIF8; AlphaScreen BAZ2B-H3K14Ac peptide displacement; Potency, µM (series often up to 114 µM), for inactives: at the top dose activity change, negative = inhibition, actives largely listed as inhibitors; 360,000 compounds, 4.4% hits; AID 504333; also: potency is read from the fitted curve at half-maximal effect; % is scaled to controls: 0 for no effect and ±100 for the full control effect; nearly all actives have a fitted effect of over 60% in size
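BAZ2B (50 nM) with biotin-H3(5-23)K14Ac peptide (50 nM) in PBS pH 7.4, 0.01% Tween-20, preformed 30 min, then compound 30 min at room temperature; top concentration 110uM. AlphaScreen streptavidin donor/nickel chelate acceptor beads (10 ug/mL final), 20 min dark, signal read.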
PI4K2A inh: PI4K2A (human) kinase inhibition; activity change, negative = inhibition, % at 76.9 µM; Q9BTU6; 420,000 compounds, 0.13% hits; purified PI4K2A, ADP-Glo luminescence, 1 h; active compounds read low; in the data active = activity change below about -50%; inconclusive = mostly about -30% to -49%;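 also: -100% = wells without enzyme as full effect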
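ADP-Glo luminescence measured ADP generated by PI4K2A enzyme (4 ug/mL before mixing) with 1.2 mM PI substrate (pre-mix) and 300 microM ATP (pre-mix). Tris pH7.5 buffer with MgCl2, Triton X-100; 1 h reaction at ambient temperature.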
G9a block: G9a (human) methyltransferase inhibition; G9a H3K9 monomethylation, AlphaScreen, 2 h; Potency, µM (top dose mostly 102 µM), for inactives: at the top dose activity, negative = inhibition, actives largely listed as inhibitors; 350,000 compounds, 8.8% hits; AID 504332; also: potency is read from the fitted curve at half-maximal effect; % is scaled to controls: 0 for no effect and ±100 for the full control effect; nearly all actives have a fitted effect of over 75% in size
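AlphaScreen read-out: biotin-H3K9 peptide (500 nM) methylation by 20 nM enzyme with 20 uM SAM, 2 h at room temperature after 15 min compound preincubation; anti-monomethyl H3K9 antibody plus donor/acceptor beads, 10 min dark.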
* hit, by the source's call; ? = inconclusive; / = not tested or not shown; & = joins results of further samples; ! = a repeat was not active; [ ] = another dose, or the depositor's remark. Unless noted, calls follow the shape of the dose curve; as a rule, active = well fitted curve in the direction sought with a large enough effect; inconclusive = small, poorly fitted or top-dose-only effect, or another doubt; inactive = no such curve, though single readings can be large; an effect the other way counts as inactive or inconclusive. Not all compounds are listed; the hit share may differ from the screen's.

Values run as follows: G9a block, HP1b chromo inh, ERG Ets-DNA blk, GLS inhibitor, BAZ2B block, ALOX12 inh, PI4K2A inh, JMJD2A Tudor inh, RGS4 inhibitor
O=[N+]([O-])c1cccc2c(N3CCOCC3)ccnc12
 : -27%, 37%, 19%, -1%, -25%, -8%, 4, -14%, -1%
CCOC(=O)C1=C(O)C(=O)N(c2ccc(S(N)(=O)=O)cc2)C1c1ccc(OC)cc1 (stereo not drawn)
 : /, 16%, -13%, 0%, 9%, 21%, 11, -23%, -23%
Cc1nc2nc(NC(=O)c3ccc(C(C)(C)C)cc3)[nH]n2c(=O)c1Cc1ccccc1
 : -7%[59 µM], 20%, -1%, 3%, 1%, ?, 3, -23%, 16%
O=C1[C@H]2[C@@H](c3ccc(F)cc3)N3C(=O)N(c4ccccc4)C(=O)[C@@]3(Cc3ccc(Cl)cc3)[C@H]2C(=O)N1C1CCCCC1
 : /, 30%, 9%, -9%, -10%, -23%, 1, -21%, -12%
Cc1ccc(Cl)cc1NC(=O)CSC(N)=O
 : -48%[12.7 µM], 86%, -10%, 15%, 1%, ?, -13, -7%, ?
Cc1ccc(C(=O)Nc2sc3c(c2C#N)CCCCC3)cc1C
 : -31%[59 µM], 18%, 4%, 5%, 1%, -23%, 10, 11%, -38%
CN(CC(=O)Nc1cccc(S(=O)(=O)NC2=NCCC2)c1)Cc1cccc(F)c1
 : 7%[12.7 µM], 25%, 7%, 0%, 4%, 185%[activator], -4, -9%, 1%
CCOc1cc(C2CC(=O)Nc3c2c(=O)nc(SCc2cccc(Cl)c2)n3C)ccc1O (stereo not drawn)
 : -5%[59 µM], 31%, -3%, 24%, ?, 12%, -1, -18%, -13%
COc1cccc(NC(=O)CSc2nnc(NC(=O)C3CC3)s2)c1
 : ?, 10%[57 µM], -1%, 12%, 1%, 7%, 3, -12%, 8%
CC1=C(C(=O)OC2CCCCC2)C(c2cccnc2)n2ncnc2N1 (stereo not drawn)
 : -18%, 25%, 3%, 19%, -8%, 13%, 3, -4%, -21%
Cc1ccc(-n2nnnc2SCC(N)=O)c(C)c1
 : -14%[59 µM], 18%, -4%, 2%, 0%, 1%, 0, -16%, -1%
Clc1ccc(OCCCN2CCCCC2)c(Br)c1
 : 3.5µM*, ?, 2%, -1%, 79µM*, ?, 3, 4µM*, 6%
O=C(NCCS(=O)(=O)N1CCC2(CC1)OCCO2)c1ccc(F)cc1
 : 0%[0.501 µM], 47%[activator], 9%, -5%, 0%, 21%, 0, 4%, -37%
O=C(C1CCC(=O)N(C2CC2)C1)N1CCN(c2ccc(Cl)cc2)CC1 (stereo not drawn)
 : 21%, 41%[activator], -7%, 26%, -15%, 308%[activator], -1, -16%, 24%
Cc1ccc(C)c2[nH]c(=O)c(CN(CCN3CCCC3)C(=O)Nc3ccc(F)cc3)cc12
 : ?, 38%, 1%, -1%, 3%, 30%[activator], 12, -3%, -24%
O=C(CC1C(=O)NC2CCCCC2N1C(=O)c1ccc(F)cc1)Nc1ccccc1 (stereo not drawn)
 : 26%[12.7 µM], 30%, /, -5%, -2%, 10%, -2, -10%, -6%
CCOc1cccc(OCCCCn2ccnc2)c1
 : ?, ?, 3%, -9%, 50µM*, ?, 11, 6.3µM*, 19%
COC(=O)c1ccc(NC(=O)Cn2cnc3c(nnn3-c3cccc(OC)c3)c2=O)cc1
 : -1%, 23%, 5%, 0%, 6%, 30%[activator][57.4 µM], -4, -4%, 5%
COc1ccc(C2NC(=O)c3ccccc3O2)cc1 (stereo not drawn)
 : 11%, 26%, 11%, 3%, 2%, 0%, 17, -7%, -11%
Cc1cc(C2CCCCC2)n(O)c(=O)c1
 : 5%[59 µM], 25%, -4%, 28%, 79µM*, 40µM*!, -2&3, ?, 2%
Nc1ccc2oc(=O)c(-c3ccccc3)cc2c1
 : 14%, 57%[activator], 11%, 7%, 0%, 0%, 1, 18%, -5%
CCOC(=O)CC(NC(=O)c1ccco1)c1ccc(OC)cc1 (stereo not drawn)
 : /, 45%[activator], -5%, -3%, 6%, 0%, 3, -6%, -4%
CC(C)c1ccc(S(=O)(=O)N2CCC(N3CCN(Cc4ccccc4)C(=O)C3=O)CC2)cc1
 : 2%[59 µM], -7%, -6%, -1%, 4%, -25%, 2, -26%, -7%
CCOc1ccc2oc(C(=O)Nc3ccc(N4CCOCC4)cc3)c(C)c2c1
 : 13µM*, 35%, 0%, 11%, -6%, 0%[57.4 µM], 6, -5%, -24%
O=C(CCCNC(=O)c1ccc(Cl)cc1)Nc1ccc(F)c(S(=O)(=O)N2CCOCC2)c1
 : 1%[59 µM], 35%, 10%, -5%, 3%, ?, -2, 6%, -21%
O=C(N/N=C/C1C(c2ccccc2)C1(Cl)Cl)c1cccc(Cl)c1 (stereo not drawn)
 : 22%[59 µM], 35%, 12%, 2%, -2%, 13%, -4, -24%, -17%
O=C(NCc1ccccc1F)C1CCN(S(=O)(=O)c2ccccc2)CC1
 : -10%, -5%, 6%, -23%, 11%, -17%, -4, -5%, 1%
O=C(c1cc2ccccc2oc1=O)N(Cc1ccccc1)C1CCS(=O)(=O)C1 (stereo not drawn)
 : -23%[59 µM], 47%[activator], 2%, -3%, -4%, 0%, -2, 6%, 23%
CC(=O)N1CCCc2cc(S(=O)(=O)NC(C(=O)NC(C)c3ccccc3)C(C)C)ccc21 (stereo not drawn)
 : -23%, 21%, -7%, /, 4%, 0%, 2, 16%, 28%
Cc1ccc(C)c(C(=O)COC(=O)c2ccc(C)c(S(=O)(=O)N3CCOCC3)c2)c1
 : -5%[59 µM], 11%, -8%, 15%, -2%, 0%, 0, -18%, -2%
Cn1c(CS(=O)Cc2c(Cl)cccc2Cl)nnc1SCc1ccc(Cl)cc1 (stereo not drawn)
 : -2%[59 µM], 21%, 2%, -11%, 9%, 22%, 3, -12%, -25%
Nc1cc(=O)[nH]c(SCC(=O)N2CCc3ccccc3C2)n1
 : 30%[59 µM], 21%, 9%, 2%, 10%, 0%, -22, -12%, -4%
CCOCCOC(=O)CCSc1n[nH]c(=O)[nH]c1=O
 : 50µM*, 27%, /, 4%, -4%, ?, -2, -11%, 3%
C=CCC(NC(=O)c1ccc(C#N)cc1)C(=O)NCCC (stereo not drawn)
 : 11%[0.501 µM], 20%, -11%, 4%, 11%, 23%, 5, -5%, -13%
Cc1cccc(NC(=O)Nc2cccc(F)c2)n1
 : 4%[59 µM], 19%, -3%, 1%, -1%, -3%, -4, -7%, -2%
CN1c2ccccc2-c2nc3ccccc3n2C1c1cccs1 (stereo not drawn)
 : 60%[activator][59 µM], 138%[activator], 8%, -8%, 48%[activator], -10%, 4, 102%[activator], -2%
O=C(c1ccc(Br)cc1)N(c1ccccn1)C1CCCCC1
 : 13%[12.7 µM], 37%, -7%, -4%, 0%, 0%, 8, -13%, 18%
COC/C=C/C1=CC2=CC(=O)C(C)(OC(=O)C3CCCC3)C(=O)C2=CO1 (stereo not drawn)
 : ?, ?, 30%, ?, 56µM*, 22µM*, -27, 63µM*, -53%
O=C(CCn1[nH]c(=O)c2ccccc2c1=O)OC1CCCCC1
 : 13%[59 µM], 54%[activator], /, -1%, 7%, -6%[57.4 µM], -5, -16%, 9%
CCOC(=O)c1c(C)[nH]c(C)c1C(=O)COC(=O)c1cc(OC)c(OC)cc1OC
 : 6%, 2%, -4%, 0%, ?, -10%, -4, -18%, -21%
C=CCNC(=O)c1ccncc1
 : -10%, 19%, 2%, 11%, 10%, ?, -9, -18%, 11%
CN(Cc1ccccc1)C(=O)COc1ccc(Br)cc1Cl
 : 131%[activator], 82%[activator], -23%, -10%, 55%[activator], -12%, -2, 28%, -12%
COc1ccc(CCNC(=O)COC(=O)c2cccs2)cc1OC
 : 6%[59 µM], 12%, -9%, -1%, -2%, -6%, -2, -8%, -13%
COc1cc(NC(=O)CCn2nc(C)c(S(=O)(=O)N3CCCCC3)c2C)cc(OC)c1OC
 : 12%[12.7 µM], 27%, 16%, 12%, -2%, 3%, 3, 7%, 5%
COc1cc([C@H]2Oc3c(OC)cc(CCCO[C@@H]4O[C@H](CO)[C@@H](O)[C@H](O)[C@H]4O)cc3[C@@H]2CO)ccc1O
 : -8%[12.7 µM], 40%[activator], -6%, 14%, 7%, -1%, -3, -10%, -6%
O=C(N/N=C/c1ccc(O)cc1)Nc1cccc2nsnc12
 : 14%, 45%[activator], 4%, 1%, 0%, 0%, 0, -9%, -24%
CC1CCCCC1NC(=O)COC(=O)COc1ccccc1Cl (stereo not drawn)
 : -4%, 12%, 1%, 4%, /, 3%, 5, -3%, -16%
O=C(CC1S/C(=N/N=C/c2cccnc2)NC1=O)Nc1ccccc1 (stereo not drawn)
 : -5%, 28%, 1%, -6%, -25%, 0%, -1, -8%, -18%
COC(=O)[C@@]12CCCCN1[C@H](c1ccc(SC3CCCCC3)c(OC)c1)[C@@H]1C(=O)N(C)C(=O)[C@@H]12
 : -7%[2.33 µM], 22%, -6%, -9%, -25%, ?, 1, -22%, 1%
COc1ccc(Cl)cc1NC(=O)C1CC(=O)N(C2CCCCC2)C1 (stereo not drawn)
 : ?, 17%, -1%, 2%, -12%, -11%&-19%, -6, -9%, -8%
